Anthrax LF inh2 = blocks Bacillus anthracis lethal factor protease; actives 0.12% (n = 360,000); inhibition, % at 10 µM; P15917; multiplex microsphere protease cleavage assay, LF; further: plate controls were buffer without enzyme for full effect and enzyme alone for no effect
Target sequence (P15917 whole entry, looked up): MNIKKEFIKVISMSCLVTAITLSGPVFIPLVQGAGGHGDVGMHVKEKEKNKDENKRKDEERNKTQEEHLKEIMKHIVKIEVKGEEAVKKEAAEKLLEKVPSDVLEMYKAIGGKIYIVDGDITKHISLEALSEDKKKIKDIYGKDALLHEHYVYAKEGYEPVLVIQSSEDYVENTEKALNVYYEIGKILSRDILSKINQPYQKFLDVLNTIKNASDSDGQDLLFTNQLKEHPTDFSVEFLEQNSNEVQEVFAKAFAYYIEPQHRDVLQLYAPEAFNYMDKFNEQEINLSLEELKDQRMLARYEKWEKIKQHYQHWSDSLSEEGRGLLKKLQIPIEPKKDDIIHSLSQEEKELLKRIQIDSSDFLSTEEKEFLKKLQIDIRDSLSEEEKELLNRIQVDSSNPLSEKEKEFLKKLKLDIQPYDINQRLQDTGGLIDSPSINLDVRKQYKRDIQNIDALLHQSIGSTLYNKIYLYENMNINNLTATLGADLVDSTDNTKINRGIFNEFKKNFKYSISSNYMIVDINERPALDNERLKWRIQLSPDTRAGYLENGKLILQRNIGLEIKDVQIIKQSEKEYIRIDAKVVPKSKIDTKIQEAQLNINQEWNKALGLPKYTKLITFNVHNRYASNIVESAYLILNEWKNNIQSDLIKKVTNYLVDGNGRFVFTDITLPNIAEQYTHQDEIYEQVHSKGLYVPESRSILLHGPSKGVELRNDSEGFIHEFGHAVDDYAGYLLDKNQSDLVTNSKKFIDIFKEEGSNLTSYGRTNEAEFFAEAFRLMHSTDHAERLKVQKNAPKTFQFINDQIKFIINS
TcdB GH inh = inhibitors of Clostridioides difficile toxin B glycohydrolase. TcdB glycohydrolase enzymatic assay, plate reader. inhibition, % at 9.99 µM. actives 0.24% (n = 350,000). AID 652162; in the data active means inhibition above about 10%
BH1578 lux ind = induces V. cholerae light production without autoinducers. V. cholerae BH1578 lux reporter, luminescence, 6 h. activation, % at 18.7 µM. actives 0.16% (n = 350,000); in the data active means activation mostly above about 9.7%, no sharp cut-off; inconclusive means no clear call, values can overlap the other calls; inactive means mostly below about 3.7%; further: not every result past the cut was called active; inactives centre near 0; reference of the scale not given here
SSB-PriA inh = blocks PriA binding to SSB C-terminal tail | AlphaScreen SSBct-PriA binding, biotinylated peptide | inhibition, % at 33 µM | actives 0.6% (n = 430,000) | AID 1272365; in the data active means inhibition mostly above about 37%, no sharp cut-off; inactive means mostly below about 20%;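 further: plate controls were negative control peptide for no effect and reference peptide for full effect; strong numbers were not always called active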
Y pestis TopoI = Y. pestis Topo-I inhibition via cleavage products. activity, % at 10 µM. AID 504884. Y. pestis Topo-I cleavage product accumulation, plate reader. actives 0.064% (n = 360,000); in the data active means activity above about 50%, passing the limit was not always enough; inconclusive means no clear call, values can overlap the other calls; further: inactives centre near 2
PrPC surface inh = reduces human prion protein on the cell surface. AID 720596. inhibition, % at 13.8 µM. cell surface PrPC, TR-FRET read-out. actives 0.43% (n = 370,000); in the data active means inhibition above about 24%; further: 0% = median of the test wells and 100% = reference compound wells
PfHsp40 rescue = compounds rescuing yeast from Plasmodium falciparum HSP40 toxicity | S. cerevisiae expressing PfHsp40, growth rescue, ATP luminescence | growth rescue, % at 12.5 µM | actives 0.68% (n = 340,000); in the data active means growth rescue above about 28%, passing the limit was not always enough; inconclusive means no clear call, values can overlap the other calls;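 further: yeast W303a lacking pdr1 and pdr3 grown in galactose medium; growth measured after three days at 30 °C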
3CLpro inhibitor = SARS-CoV 3CLpro protease inhibition. recombinant SARS-CoV 3CLpro, quenched FRET peptide cleavage. inhibition, % at 6 µM. actives 0.14% (n = 290,000); in the data active means inhibition above about 12%
BoNT-A LC inh2 = inhibitors of Botulinum neurotoxin A light chain protease; multiplex microsphere protease substrate cleavage, flow cytometry; inhibition, % at 10 µM; actives 0.17% (n = 360,000); AID 588499; further: plate controls were buffer without enzyme for full effect and enzyme alone for no effect
Active calls of the source: *; i = inactive; ? = inconclusive; / = not tested or not shown. Unless noted, no stated cut-off is given here; in the data, active means inhibition above about 30%; inconclusive means no clear call, values can overlap the other calls; inactive means below that. Only part of the results is shown, so the mix of outcomes need not match the whole.

entry	Structure	Anthrax LF inh2	TcdB GH inh	BH1578 lux ind	SSB-PriA inh	Y pestis TopoI	PrPC surface inh	PfHsp40 rescue	3CLpro inhibitor	BoNT-A LC inh2
1	CCN(C(=O)COC(=O)CCc1ccc(OC)cc1)c1c(N)n(Cc2ccccc2)c(=O)[nH]c1=O	-3.0	1.9	-2.9	1.8	5.1	-7.1	-1.0	/	1.5
2	Cc1cccc(NS(=O)(=O)c2cc(Cl)ccc2Cl)n1	1.6	-0.1	-0.4	-3.7	4.6	1.5	-0.3	0.2	1.6
3	CC(=O)c1cccc(NC(=O)C2CCCN(S(C)(=O)=O)C2)c1 (stereo not given)	-1.8	0.6	i	-14.7	3.7	-5.8	-1.4	0.6	0.2
4	Cc1ccccc1NC(=O)NC1CCCCC1C (stereo not given)	-0.3	0.2	0.1	-2.4	2.6	-4.0	0.4	-7.5	0.0
5	Cn1c(=O)[nH]c(=O)c2c1nc(SCC(O)CO)n2Cc1ccccc1Cl (stereo not given)	-2.3	1.4	i	-5.8	5.3	-4.5	-0.9	3.3	2.9
6	CC[C@H]1C(c2ccc(F)cc2)=NN(c2ccccc2)[C@@H]1CO	-6.4	-9.7	-6.9	-80.5	-12.4	4.2	3.6	/	-0.2
7	COc1cccc(CSc2nc3cc4c(cc3cc2C)OCCO4)c1	-4.7	0.3	i	-20.6	3.2	-24.0	0.4	1.0	-0.5
8	COc1ccc(C(c2sc3nc(C)nn3c2O)N2CCCCC2)cc1 (stereo not given)	-6.8	-0.8	-0.2	-16.6	2.6	1.9	-0.5	-3.5	-1.1
9	Cc1c(NC(=O)c2cccc(NC(=O)COc3ccc(C#N)cc3)c2)c(=O)n(-c2ccccc2)n1C	3.2	0.9	-2.3	-2.8	-5.7	-6.1	-0.9	/	3.6
10	O=C(COC(=O)/C=C/c1ccc(F)cc1)Nc1cc(C(F)(F)F)ccc1N1CCOCC1	-0.6	-1.1	-0.4	-4.5	0.7	-2.7	-0.6	1.6	-0.1
11	COc1ccc(NC2CCCN(C(=O)CSc3ccccn3)C2)cc1OC (stereo not given)	2.9	-3.9	-0.6	6.0	-8.6	-2.5	-0.2	-0.6	-0.4
12	O=C(C1CCN(S(=O)(=O)c2cccc3cccnc23)CC1)N1CCN(C2CCCCC2)CC1	-6.8	/	i	-5.9	27.6	/	/	4.1	-0.2
13	CCc1nc2n(n1)C(O)c1cc([N+](=O)[O-])ccc1S2 (stereo not given)	2.2	2.1	-0.4	-1.5	-2.7	-26.4	-0.4	-4.2	-1.1
14	Cn1nc(C(F)(F)F)c2cc(C(=O)Nc3ccc(C(F)(F)F)cc3)sc21	-1.7	1.3	i	-6.2	-4.1	3.8	-1.3	6.0	0.7
15	NC(=O)CNC(=O)[C@@H]1CC2(CC(c3ccc(Cl)cc3)=NO2)CN1C(=O)c1ccccc1 (stereo not given in full)	2.8	1.2	-1.6	4.3	2.7	-3.0	1.3	-0.5	0.6
16	CC(=O)Nc1ccc(S(=O)(=O)NCc2ccc(C(=O)N3CCOCC3)cc2)cc1	0.2	1.4	i	7.6	0.1	0.1	0.3	1.3	1.5
17	O=C(CCC(=O)N1CCN(c2ccccn2)CC1)c1ccc(Cl)s1	0.5	4.8	0.7	1.3	6.7	-17.2	1.3	/	1.5
18	Cc1cc(OCC(=O)N2CCC(O)(c3ccc(Cl)cc3)CC2)c2c(C)cc(=O)oc2c1	1.3	0.1	-1.3	-3.2	-7.4	-1.4	-1.0	-0.8	2.6
19	NC1=NC(c2cccnc2)n2c(nc3ccccc32)N1 (stereo not given)	/	1.5	/	-16.3	/	-4.5	/	0.8	/
20	Clc1cccc(Cc2c(C3CCCCC3)nc3c4ccccc4ccn23)c1	-3.1	0.9	/	/	/	4.4	/	/	-0.4
21	CCCCC/C=C\C/C=C\C/C=C\CCCCC(=O)O	3.3	0.3	-0.2	-4.2	9.3	1.2	3.1	/	-0.1
22	Cc1ccc(-c2nc(CS(=O)CC(=O)NC3CC3)c(C)o2)cc1 (stereo not given)	-0.3	1.7	i	6.8	1.6	2.8	0.9	2.0	-0.8
23	O=C1C=Cc2ccccc2/C1=C/c1[nH]c(=O)[nH]c1O	-2.1	-0.6	i	/	-2.4	-2.4	1.0	0.9	1.4
24	CC(C)N(C(=O)CO/N=C/c1cccc([N+](=O)[O-])c1)C(C)C	-6.9	1.5	-0.2	/	19.8	-14.3	-1.4	1.5	-0.2
25	CCOc1ccc(-n2c(N)c(C(=O)NCC3CCCO3)sc2=S)cc1 (stereo not given)	-2.8	/	i	-8.0	-10.4	-28.9	1.2	1.9	-0.1
26	O=S(=O)(c1ccc(Br)cc1)N1CCn2c(nc3ccccc32)C1	-1.2	-1.6	-0.2	-5.4	5.3	0.4	-0.4	-3.5	0.5
27	COC(=O)COc1cc(=O)oc2ccc(NS(=O)(=O)c3ccccc3)cc12	-1.1	0.8	i	-1.5	-3.7	-4.4	12.2	0.7	-1.3
28	COc1ccc(CCNc2nc(-c3cccnc3)nc3ccccc23)cc1OC	-1.9	1.1	0.4	-3.6	-0.2	5.8	0.0	6.8	0.7
29	CCC1(O)c2ccccc2-c2ncccc21 (stereo not given)	-1.5	/	-0.8	1.6	-7.1	1.5	-0.7	-0.7	0.7
30	Cn1ccsc1=NC(=O)c1cccc(C#N)c1	-1.8	-0.4	-0.4	-1.4	5.1	-7.2	-1.0	1.5	-0.5

Full records, looked up by structure. Order of values: Anthrax LF inh2	TcdB GH inh	BH1578 lux ind	SSB-PriA inh	Y pestis TopoI	PrPC surface inh	PfHsp40 rescue	3CLpro inhibitor	BoNT-A LC inh2
Entry for CC[C@H]1C(c2ccc(F)cc2)=NN(c2ccccc2)[C@@H]1CO = -6.4	-9.7	-6.9	-80.5	-12.4	4.2	3.6	/	-0.2
Entry for O=C1C=Cc2ccccc2/C1=C/c1[nH]c(=O)[nH]c1O = -2.1	-0.6	i	/	-2.4	-2.4	1.0	0.9	1.4

(more compounds)
entry	Structure	Anthrax LF inh2	TcdB GH inh	BH1578 lux ind	SSB-PriA inh	Y pestis TopoI	PrPC surface inh	PfHsp40 rescue	3CLpro inhibitor	BoNT-A LC inh2
31	O=C(COC(=O)/C=C/c1ccc([N+](=O)[O-])cc1)NCc1ccc2c(c1)OCO2	11.1	0.3	-4.7	-2.9	-17.6	-2.2	0.6	7.1	0.6
32	C=CCNc1nnc(Cc2ccc(C(C)C)cc2)c(=O)[nH]1	-0.9	/	i	0.9	-0.3	/	0.5	-1.4	0.9
33	CC(C)(C)Nc1c([N+](=O)[O-])c(=O)sc2ccccc12	-14.5	1.0	-0.9	3.2	-0.9	7.0	-1.1	-2.0	-1.1
34	COc1ccc(CC(=O)OCC(=O)NC2CC2)cc1	-6.9	1.4	i	1.0	1.6	3.9	-0.9	/	0.0
35	CC1(C)Cc2c(cnn2-c2ccccc2)C(NC(=O)CCc2ccncc2)C1 (stereo not given)	-1.8	1.8	i	-19.8	1.7	1.4	0.1	0.2	2.2
36	N#CCCNc1c(Cl)cc(Cl)cc1C(=O)O	2.9	/	-0.2	-2.7	-0.6	-5.2	-1.0	-2.5	-0.4
37	CC1CCc2sc(C(=O)OCC(=O)NC(N)=O)cc2C1 (stereo not given)	-2.3	0.4	-0.3	8.3	-12.9	-3.7	-0.4	1.7	0.1
38	CC1CCCN(CCCNC(=O)C2CCN(S(=O)(=O)N3CCC4(CC3)OCCO4)CC2)C1 (stereo not given)	0.9	-0.6	-0.5	5.5	2.8	-4.2	-0.6	-1.1	-0.1
39	CC(C)c1ccc2oc(=O)cc(CN3CCN(c4ccccc4)CC3)c2c1	3.1	/	i	2.3	19.2	-8.5	-1.1	1.0	0.9
40	Cc1ccc(NC(=O)CCN2CCC(Cc3ccccc3)CC2)cc1	-11.0	1.0	i	-8.4	10.6	-3.7	-1.8	1.7	1.5
41	CCCCS/C(=C(/C#N)C(N)=O)c1cc2c([nH]1)CCCC2	-3.1	/	i	-13.2	14.6	-10.6	0.2	-5.7	?
42	CCOC(=O)c1ccc(NC(=O)C(=O)NCc2ccccn2)cc1	-9.2	2.0	-0.9	-1.2	3.2	-4.7	-1.2	5.5	-0.5
43	Cc1cccc(NC(=O)Cn2nnc(-c3ccc(CN4CCCC4)cc3)n2)c1C	-2.2	/	i	-2.4	6.7	-1.8	-0.6	-2.7	-0.1
44	COc1cccc(CN2CCN(C(=O)c3ccco3)CC2)c1OC	-0.8	/	3.4	1.4	0.4	2.0	-1.0	-6.1	-0.8
45	O=C(Cn1cnc2ccccc21)N1CCc2ccccc21	2.4	0.9	i	-2.1	2.0	-0.5	-0.8	3.3	0.2
46	O=C1NCCC/C1=N/Nc1cc(F)ccc1F	11.4	0.3	0.6	/	1.9	0.8	2.3	-2.9	?
47	CC(=O)Nc1ccccc1C(=O)C(=O)Nc1ccc(F)c(Cl)c1	6.4	0.0	i	-8.2	-3.4	3.6	0.3	1.1	-2.8
48	O=C1CSC(=Nc2ccc(O)cc2)N1	14.5	14.9*	i	-5.0	-5.7	-3.0	-0.8	-2.3	-2.4
49	Cc1cccc(NC(=O)c2nc[nH]c2C(=O)Nc2cccc(C)c2)c1	5.2	1.3	-0.6	-3.8	2.6	-0.7	0.0	1.6	1.2
50	O=C(CCCN1C(=O)c2cccc3cccc(c23)C1=O)OCC(=O)N1CCCCC1	-6.4	0.7	i	/	23.4	-32.1	/	/	0.0
51	CCCc1cc(C(=O)NCc2cccnc2)no1	-8.0	0.5	0.1	-11.3	-6.4	-3.5	-0.6	-0.6	-0.7

Grouped by structure: the entries above with an aryl methoxy group
entry	Structure	Anthrax LF inh2	TcdB GH inh	BH1578 lux ind	SSB-PriA inh	Y pestis TopoI	PrPC surface inh	PfHsp40 rescue	3CLpro inhibitor	BoNT-A LC inh2
1	CCN(C(=O)COC(=O)CCc1ccc(OC)cc1)c1c(N)n(Cc2ccccc2)c(=O)[nH]c1=O	-3.0	1.9	-2.9	1.8	5.1	-7.1	-1.0	/	1.5
7	COc1cccc(CSc2nc3cc4c(cc3cc2C)OCCO4)c1	-4.7	0.3	i	-20.6	3.2	-24.0	0.4	1.0	-0.5
8	COc1ccc(C(c2sc3nc(C)nn3c2O)N2CCCCC2)cc1 (stereo not given)	-6.8	-0.8	-0.2	-16.6	2.6	1.9	-0.5	-3.5	-1.1
11	COc1ccc(NC2CCCN(C(=O)CSc3ccccn3)C2)cc1OC (stereo not given)	2.9	-3.9	-0.6	6.0	-8.6	-2.5	-0.2	-0.6	-0.4
28	COc1ccc(CCNc2nc(-c3cccnc3)nc3ccccc23)cc1OC	-1.9	1.1	0.4	-3.6	-0.2	5.8	0.0	6.8	0.7
34	COc1ccc(CC(=O)OCC(=O)NC2CC2)cc1	-6.9	1.4	i	1.0	1.6	3.9	-0.9	/	0.0
44	COc1cccc(CN2CCN(C(=O)c3ccco3)CC2)c1OC	-0.8	/	3.4	1.4	0.4	2.0	-1.0	-6.1	-0.8
